CHO parental Ca: counter-screen: ATP calcium response change in parental CHO cells. parental CHO-K1, ATP-induced calcium, Fluo-8 fluorescence. inhibition, % at 5.6 µM. 0.63% of 330,000 active. AID 463079;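 active = inhibition above that plate's mean sample inhibition plus 3 SD, cut at about 26% in these data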;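 also: 0% = ATP-challenged DMSO wells and 100% = DMSO wells without ATP; some compounds past the cut are filed as inactive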
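Material – parental CHO cells · Reagent – ATP stimulus · Compound – single nominal dose of 5.6 µM per compound · Detection – Fluo-8 fluorescence · Read-out basis – percent inhibition of calcium signal · Controls – ATP-challenged DMSO wells low, unchallenged DMSO wells high · Repeats – no replicates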
CHO-K1 Ca antag: nonselective inhibitor or artifact in parental CHO-K1 cells. ATP-induced calcium, Fluo-8 fluorescence. 0.6% of 360,000 active. inhibition, % at 3 µM. AID 602250;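 active = inhibition above a per-plate cutoff, the plate's mean sample inhibition plus 3 SD, cut at about 24% in these data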;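 also: 0% = DMSO plus EC80 ATP and 100% = DMSO alone without ATP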
M1 ag parental: nonselective activator or artifact in parental CHO-K1 cells; Fluo-8 calcium fluorescence; scaled to maximal ATP response, vehicle zero; activation, % at 3 µM; 0.48% of 360,000 active; AID 602248; in the data active = activation above about 15%;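 also: untransfected CHO-K1 host cells lacking M1 receptor as counterscreen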
TAAR1 ag: agonists of human TAAR1; AID 624467; activation, % at 3 µM; CHO RD-HGA16 TAAR1, Fluo-8 calcium fluorescence; vehicle wells 0%, saturating PEA agonist 100%; Q96RJ0; 0.99% of 360,000 active;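 active = activation above the mean activation of all test compounds in the run plus 3 SD, cut at about 38% in these data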
Target sequence (Q96RJ0 whole entry, looked up): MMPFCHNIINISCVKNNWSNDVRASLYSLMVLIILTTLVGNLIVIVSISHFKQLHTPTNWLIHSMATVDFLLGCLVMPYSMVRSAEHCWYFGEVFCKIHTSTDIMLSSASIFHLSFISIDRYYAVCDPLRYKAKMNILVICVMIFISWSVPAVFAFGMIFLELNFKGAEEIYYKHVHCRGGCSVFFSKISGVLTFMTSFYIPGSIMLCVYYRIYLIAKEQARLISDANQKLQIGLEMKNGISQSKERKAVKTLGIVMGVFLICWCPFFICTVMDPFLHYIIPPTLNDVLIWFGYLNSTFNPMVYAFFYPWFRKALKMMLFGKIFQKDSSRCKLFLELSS
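Assay system: CHO-derived RD-HGA16 cells with stable Gα16 and human TAAR1; timing: 17-24 h seeding, 75 min 37 °C dye, 30 min RT; read-out: % activation from peak over basal fluorescence ratio, DMSO-to-PEA scaled; measured by: kinetic Fluo-8 calcium fluorescence; benchmarks: low control DMSO, high control PEA (EC100); doses: 3 µM single concentration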
M1 PAM parental: M1 PAM counterscreen hit in parental CHO-K1 cells; 0.02% of 360,000 active; ATP EC20, Fluo-8 calcium fluorescence; 0% at ATP EC20, 100% at ATP max; AID 602247; activation, % at 3 µM;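 active = activation above the run cutoff, the mean activation of all test compounds plus 3 SD, cut at about 40% in these data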;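 also: peak over basal fluorescence ratio in a 140 s read after ATP addition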
M1 ag: activates human CHRM1 receptor; P11229; CHO-K1 hM1, Fluo-8 calcium fluorescence, agonist mode; 0% DMSO, 100% acetylcholine EC100; activation, % at 3 µM; 0.33% of 360,000 active; AID 588814;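 active = activation above the run's mean compound activation plus 3 SD, cut at about 16% in these data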;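 also: peak over basal fluorescence ratio within a 140 s kinetic read after compound addition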
Target sequence (P11229 whole entry, looked up): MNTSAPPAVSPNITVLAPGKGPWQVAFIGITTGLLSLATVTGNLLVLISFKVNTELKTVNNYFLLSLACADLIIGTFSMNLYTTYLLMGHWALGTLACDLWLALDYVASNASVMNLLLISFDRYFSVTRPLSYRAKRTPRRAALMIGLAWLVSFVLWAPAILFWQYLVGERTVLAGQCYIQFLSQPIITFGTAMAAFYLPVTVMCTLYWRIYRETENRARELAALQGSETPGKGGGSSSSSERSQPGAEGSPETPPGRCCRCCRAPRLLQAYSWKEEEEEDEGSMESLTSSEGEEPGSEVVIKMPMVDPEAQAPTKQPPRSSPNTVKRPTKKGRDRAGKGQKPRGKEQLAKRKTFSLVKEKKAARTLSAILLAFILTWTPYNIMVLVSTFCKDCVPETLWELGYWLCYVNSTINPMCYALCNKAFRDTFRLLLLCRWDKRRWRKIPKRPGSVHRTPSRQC
TAAR1 antag: human TAAR1 antagonism. 1.5% of 360,000 active. Q96RJ0. inhibition, % at 3 µM. CHO RD-HGA16 TAAR1, Fluo-8 calcium fluorescence, antagonist;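 active = inhibition above a per-plate cutoff, the mean inhibition of test compounds on that plate plus 3 SD, cut at about 49% in these data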;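 also: 0% = DMSO plus EC80 beta-PEA response and 100% = DMSO alone without agonist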
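Test system: CHO RD-HGA16 cells bearing hTAAR1 | Reagent: β-PEA, EC80 | Compound dosing: 3 µM, single point | Schedule: Dye loading 75 min at 37 °C, then 30 min room temperature | Signal: Calcium fluorescence with Fluo-8 | Evaluation: Percent inhibition of PEA-evoked calcium signal, max/basal emission ratio | Control set: DMSO-only wells and EC80 β-PEA-stimulated wells | Repeats: Singlicate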
M1 antag: blocks human M1 muscarinic receptor | P11229 | CHO-K1 hM1, Fluo-8 calcium fluorescence, ACh EC80 antagonist | inhibition, % at 3 µM | 1.3% of 360,000 active | AID 588852;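 active = percent inhibition above its own plate's cutoff, namely the mean of that plate's compound wells plus 3 SD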;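 also: peak over basal fluorescence ratio during 140 s after agonist addition; 0% = ACh EC80 plus DMSO and 100% = DMSO alone without agonist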
OXTR potentiate: potentiates the human oxytocin receptor response | activation, % at 3 µM | 0.061% of 320,000 active | CHO-OTR cells, Fluo-8 calcium fluorescence, potentiator mode; 0% = oxytocin EC15, 100% = EC100 | P30559 | AID 2445;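 active = activation above that plate's cutoff, the mean activation of tested compounds plus 3 SD, cut at about 6.6% in these data, passing the limit was not always enough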;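 also: 100% uses oxytocin at 75 nM as the full agonist control; some results filed as inactive read as strong as hits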
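Measured by – Fluo-8 calcium dye fluorescence · Test system – human OTR in CHO cells · Dosing – one concentration, 3.0 µM compound · Controls – EC15 oxytocin alone as 0%, 75 nM oxytocin as 100% · Evaluation – normalized max/min fluorescence ratio, % activation · Timing – 6 min pre-incubation, 100 s read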
Numbers without * were called inactive; . = no result given.

Values in the order – CHO parental Ca	CHO-K1 Ca antag	M1 ag parental	TAAR1 ag	M1 PAM parental	M1 ag	TAAR1 antag	M1 antag	OXTR potentiate
> CC(C)Sc1nc2c(c(=O)n(C)c(=O)n2C)n1Cc1ccc(Cl)cc1
 : -32	-18	0.1	18	19	-3	15	0	-17
> O=C(CN1C(=O)C2C3C=CC(C3)C2C1=O)NCc1ccco1 (stereo not given)
 : -19	-4	0.4	2	10	-2	-10	7	-7
> Cc1ccc(C2CC(c3cccs3)=NN2C(=O)c2ccc(Br)o2)cc1 (stereo not given)
 : 22	-14	0.7	11	17	-4	1	-11	-11
> CN(C)c1cc(NC(=O)CN2CCCC2)c2ccccc2n1
 : -9	-12	0.7	2	6	-7	-22	-11	-1
> CC1Sc2ccc(S(=O)(=O)N3CCC(C(=O)Nc4ccc(Cl)cc4)CC3)cc2NC1=O (stereo not given)
 : 54*	31*	8.8	4	-20	-1	44	45*	-12
> COc1ccc(CCNC(=O)c2cc3ccccc3oc2=O)cc1
 : -3	-5	0.2	1	13	-1	-23	-17	-10
> Cc1cccc(C)c1NC(=O)C1(C)CCC(=O)N1c1cc(C(C)(C)C)nn1C (stereo not given)
 : .	9	0.2	5	8	0	-9	-2	.
> CCOc1ccccc1C1CC(=O)NC2=C1C(=O)CC(C)(C)C2 (stereo not given)
 : -2	2	0.5	5	-2	-4	-1	7	-8
> N#Cc1ccccc1NC(=S)Nc1ccc(F)cc1
 : -23	0	-0.2	9	14	-3	-3	8	-2
> NC(CO)c1csc(NC(=O)Nc2ccccc2Cc2ccccc2)n1 (stereo not given)
 : .	-7	-0.1	1	15	-6	7	-14	.
> CC(C)C(=O)Nc1cccc(NC(=O)c2ccc([N+](=O)[O-])cc2Cl)c1
 : -13	-6	0.5	3	21	-6	13	-9	-9
> Cc1cc(F)ccc1S(=O)(=O)N1CCCOC1CNC(=O)C(=O)NC1CCCCC1 (stereo not given)
 : -23	-13	1.9	16	17	-1	-32	-5	-8
> CC1CC(=O)C2=C(C1)OC(N)=C(C#N)C2c1coc2ccccc2c1=O (stereo not given)
 : -5	-2	1.3	1	11	-1	16	3	3
> CN(C(=O)COC(=O)c1cc[n+]([O-])cc1)c1ccccc1
 : -4	-11	0.5	4	-8	-2	-26	-22	-3
> CC1CCc2c(nc3ncnn3c2NCCN(C)C)C1 (stereo not given)
 : -1	-11	-0.1	0	14	-3	-9	-15	-13
> CC(=O)c1ccc(N2CCN(C(=O)/C=C/c3ccc(S(=O)(=O)N4CCOCC4)cc3)CC2)cc1
 : 18	-10	0.7	12	9	-6	5	6	-24
> O=C(CSc1nnc(-c2ccccc2Br)o1)Nc1cccc2ccccc12
 : -26	9	-0.5	9	-5	-2	12	-7	-6
> Cc1cnc(C(=O)OCC(=O)N2C(C)CCCC2C)cn1 (stereo not given)
 : -4	-12	0.2	3	14	-2	6	-16	0
> Cc1cc(=O)oc2cc(OCC(=O)NC3CC(C)(C)NC(C)(C)C3)ccc12
 : 1	-12	0.8	2	-2	8	-32	-11	-7
> Cc1ccccc1C(=O)NC(=S)Nc1ccccc1C(=O)O
 : -8	4	-0.5	14	-6	-2	-9	4	-21
> CC(C)=CC(=O)OCC(=O)Nc1ccc(Cl)cc1
 : -3	-8	2.9	1	7	-5	-35	-4	-21
> CC(OC(=O)Cc1coc2cc3c(cc12)CCC3)C(=O)NCc1ccc2c(c1)OCO2 (stereo not given)
 : -3	8	6.5	7	7	4	25	-3	-20
> COc1cccc(/C=N/N2CCN(C3c4ccccc4-c4ccccc43)CC2)c1O
 : -10	-16	0.7	0	22	-2	-55	-14	-5
> Cc1ccccc1-c1nnc(CN2CCN(C(=O)c3ccco3)CC2)o1
 : -17	-5	0.0	4	5	-2	2	-1	-10
> O=C(N/N=C/c1cccc(Oc2ccccc2)c1)c1ccccc1F
 : -12	-8	0.3	-2	7	0	-6	-13	-12
> COc1cc2c(cc1OC)CN(C(=O)CCC(=O)c1ccc(F)cc1)CC2
 : -28	-1	0.0	0	8	0	15	-11	-3
> COc1cccc(-c2cc(C(F)(F)F)c(C#N)c(=O)[nH]2)c1
 : -12	-11	3.0	8	18	-4	9	-5	-16
> O=C(Cn1cnc2cc([N+](=O)[O-])ccc2c1=O)Nc1cccc(S(=O)(=O)N2CCOCC2)c1
 : 0	-15	2.5	1	9	-12	11	12	-3
> NS(=O)(=O)c1ccc(NC(=O)COC(=O)CCc2ccc(S(=O)(=O)N3CCOCC3)cc2)cc1
 : -1	-12	0.7	2	19	-3	-14	-13	1
> CCCCN(C(=O)CCCc1nc2ccccc2c(=O)[nH]1)c1c(N)n(CCCC)c(=O)[nH]c1=O
 : -4	-9	2.0	5	12	-3	-9	-4	-1
> Cc1ccccc1N1CCN(c2ncnc3scc(-c4cccs4)c23)CC1
 : -36	14	-0.1	3	-6	-3	1	6	-15
> Cc1ccc(S(=O)(=O)Nc2ccccc2-c2nc3ccccc3[nH]c2=O)cc1
 : -12	-11	1.6	4	-2	-3	19	11	-1
> CCCOC(=O)C1=C(C)NC2=C(C(=O)CCC2)C1c1ccc(N(C)C)cc1 (stereo not given)
 : -12	2	-0.5	4	8	-10	-14	26*	-6
> CC1CCc2c(sc3nc(CSc4nnnn4C)[nH]c(=O)c23)C1 (stereo not given)
 : -18	-15	1.3	5	14	-3	4	-27	1
> O=C(CSc1nc2ccccc2c(=O)n1-c1ccccc1)c1c[nH]c2ccccc12
 : -8	3	1.1	14	11	0	25	10	-3
> COc1ccc(C(=O)N/C(=C\c2cn(S(=O)(=O)N(C)C)c3ccccc23)C(=O)NCCN2CCOCC2)cc1OC
 : -10	-6	0.0	0	4	-1	-2	-2	-4
> COc1ccc(CNC(=O)c2ccc(N(C)S(=O)(=O)c3ccc(C)cc3)cc2)cc1
 : 2	25*	0.2	-1	-11	1	3	-1	-10
> COc1ccc(-c2coc3cc(OC(C)=O)c(OC)cc3c2=O)cc1
 : -10	8	0.3	1	5	3	-13	-8	4
> CC(C)c1ccc(C(=O)N2CCN(c3cnn(C)c(=O)c3Cl)CC2)cc1
 : -24	-15	0.9	1	21	-7	-34	-6	-12
> O=C(CSc1ncn[nH]1)N1c2ccccc2Sc2ccccc21
 : -7	0	-0.5	-3	-4	-8	-24	-21	1
> CCC(C)(C)n1nnnc1C(c1ccc(F)cc1)N1CCN(C(=O)c2ccco2)CC1 (stereo not given)
 : -7	0	-0.1	0	16	-2	5	-10	2
> CCSc1nc(-c2ccccc2)nc(C(Cl)Cl)n1
 : -12	17	1.5	5	-1	-3	43	23	-8
> Cc1cc(=O)oc2cc(NC(=O)c3ccc(OC(F)F)cc3)ccc12
 : -15	-5	0.0	3	-25	-1	-10	0	-11
> CC(=O)c1ccc(N2CCCCCC2)c(F)c1
 : -1	-11	1.7	6	18	-8	-9	0	-12
> COc1ccc(-c2cc(C(=O)OCC(=O)c3ccc(C)c([N+](=O)[O-])c3)c3ccccc3n2)cc1
 : -17	-7	0.3	-1	24	-4	-11	-7	6
> COCCN1CC(C(=O)NCc2ncccc2C)CCC1=O (stereo not given)
 : 0	-2	0.6	7	-1	-2	-14	-5	-2
> COc1ccc(CC(=O)Nc2ccc(NC(=O)c3ccc(Br)cc3)cc2)cc1OC
 : 5	6	0.2	3	-14	-6	5	-10	-11
> Cc1ccc2nc3c(cc2c1)c(NC(=O)c1ccccn1)nn3CC(C)C
 : -23	-5	0.2	6	15	-2	2	7	-3

Eight successive records out of the list so far, for reference:
Values in the order – CHO parental Ca	CHO-K1 Ca antag	M1 ag parental	TAAR1 ag	M1 PAM parental	M1 ag	TAAR1 antag	M1 antag	OXTR potentiate
> CCC(C)(C)n1nnnc1C(c1ccc(F)cc1)N1CCN(C(=O)c2ccco2)CC1 (stereo not given)
 : -7	0	-0.1	0	16	-2	5	-10	2
> CCSc1nc(-c2ccccc2)nc(C(Cl)Cl)n1
 : -12	17	1.5	5	-1	-3	43	23	-8
> Cc1cc(=O)oc2cc(NC(=O)c3ccc(OC(F)F)cc3)ccc12
 : -15	-5	0.0	3	-25	-1	-10	0	-11
> CC(=O)c1ccc(N2CCCCCC2)c(F)c1
 : -1	-11	1.7	6	18	-8	-9	0	-12
> COc1ccc(-c2cc(C(=O)OCC(=O)c3ccc(C)c([N+](=O)[O-])c3)c3ccccc3n2)cc1
 : -17	-7	0.3	-1	24	-4	-11	-7	6
> COCCN1CC(C(=O)NCc2ncccc2C)CCC1=O (stereo not given)
 : 0	-2	0.6	7	-1	-2	-14	-5	-2
> COc1ccc(CC(=O)Nc2ccc(NC(=O)c3ccc(Br)cc3)cc2)cc1OC
 : 5	6	0.2	3	-14	-6	5	-10	-11
> Cc1ccc2nc3c(cc2c1)c(NC(=O)c1ccccn1)nn3CC(C)C
 : -23	-5	0.2	6	15	-2	2	7	-3

Source: PubChem BioAssay
